Source: PubChem (The Scripps Research Institute Molecular Screening Center)
OX1R antag-1 = antagonists of human orexin 1 receptor. O43613. CHO/OX1R cells, Fluo-8 calcium fluorescence, orexin A. inhibition, % at 5 µM. actives 0.43% (n = 330,000). AID 434989;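 active = inhibition above its plate's threshold, mean inhibition of all tested compounds on the plate plus 3 SD, cut at about 37% in these data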;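 note: 0% = orexin A challenge wells and 100% = SB-334867-A antagonist wells; not every result past the cut was called active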
Target sequence (O43613 whole entry, looked up): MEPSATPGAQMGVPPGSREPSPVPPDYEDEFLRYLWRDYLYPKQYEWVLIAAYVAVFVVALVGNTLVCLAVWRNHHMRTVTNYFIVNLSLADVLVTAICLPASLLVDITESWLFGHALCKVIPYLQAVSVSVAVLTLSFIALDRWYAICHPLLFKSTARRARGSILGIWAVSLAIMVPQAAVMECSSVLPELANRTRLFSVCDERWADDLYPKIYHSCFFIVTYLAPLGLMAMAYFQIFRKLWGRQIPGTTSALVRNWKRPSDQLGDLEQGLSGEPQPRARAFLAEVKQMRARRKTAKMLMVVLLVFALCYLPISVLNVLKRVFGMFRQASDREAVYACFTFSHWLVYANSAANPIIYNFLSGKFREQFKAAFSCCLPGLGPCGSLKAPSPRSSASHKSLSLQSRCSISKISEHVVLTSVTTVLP
OX1R antag-2 = blocks the human orexin 1 receptor | actives 1.8% (n = 330,000) | AID 485270 | inhibition, % at 6.6 µM | OX1R-expressing cells, FRET antagonist read-out | O43613; in the data active = inhibition mostly above about 38%, no sharp cut-off; inactive = mostly below about 40%;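 note: 0% = agonist challenge alone and 100% = reference antagonist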
The depositor's hits bear a star. Not a hit list, and some 2.1% of all compounds hit somewhere here.

OX1R antag-1,OX1R antag-2,Structure
-7,1,O=C(Nc1nc2ccccc2[nH]1)c1ccccc1O
-3,17,CCC(CO)Oc1cc(NC(=O)c2cccc(C)c2)c2ncn(C(C)C)c2c1 (configuration not stated)
-19,4,Cc1ccc(NC(=O)CSc2nccn2C)cc1S(=O)(=O)N1CCOCC1
-12,10,NS(=O)(=O)c1ccc(CCNC(=O)CN2CCCCCC2)cc1
-2,5,CC(C)C(NC(=O)c1ccc(Cl)cc1)C(=O)O (configuration not stated)
-3,56*,COc1ccc2[nH]c(C(=O)N/N=C/c3ccccc3OC)cc2c1
19,17,Cc1cc(N/C=C2\CCCCC2=O)no1
-1,15,CCCn1nnc(NC(=O)COc2ccc(C3CCCCC3)cc2)n1
-12,1,CC(CCc1ccccc1)NC(=O)c1ccncc1 (configuration not stated)
-24,48*,O=C(Nc1cc(Cl)ccc1-n1cncn1)c1ccc([N+](=O)[O-])o1
-11,-1,CCOC(=O)Cc1csc(NC(=O)CC(C)(C)CC(=O)O)n1
-16,6,O=C(CSc1nc(-c2ccccc2F)nc2nc[nH]c12)Nc1c(Cl)cc(Cl)cc1Cl
-5,78*,CCCS(=O)(=O)N1CCN(c2cc3c(cc2[N+](=O)[O-])n(C)c(=O)n3C)CC1
-19,14,N#Cc1cccc(NC(=O)CSc2nnc(-c3n[nH]c4ccccc34)o2)c1
-29,19,COc1ccc(C(=S)N2CCOCC2)cc1OC(=O)c1ccc(C)cc1
1,14,Nc1cc(Cl)ccc1N1CCCCC1
-19,10,O=C(CCC(=O)c1ccc(F)cc1)OC1CCOC1=O (configuration not stated)
7,10,COc1cccc(/C=N/NC(N)=S)c1OS(=O)(=O)c1ccccc1
2,13,CNS(=O)(=O)c1cccc(C(=O)NCC(C)(C)N2CCCCC2)c1
-4,52*,O=C(NCCc1ccccc1)c1ccc2c(=O)[nH]c3c(C(=O)NCC4CCCO4)sc(=S)n3c2c1 (configuration not stated)
3,13,COc1cc2c(cc1O)[C@@H]1Cc3cc(O)c(OC)cc3[C@H](C2)N1C
-8,1,CC1CCC(n2c(=S)[nH]c3ccccc3c2=O)CC1 (configuration not stated)
-10,7,Cc1nnsc1C(=O)Nc1ccc(S(=O)(=O)N2CCCCC2)cc1
-8,5,CCN(CC(=O)Nc1cccc(OC)c1)C(=O)c1cnc(Cl)c(Cl)c1
-25,18,Cc1cc(C(=O)OCC(=O)c2ccc(Br)s2)c(C)o1

Reprinted from the part before: 4 compounds, followed by the next part.
OX1R antag-1,OX1R antag-2,Structure
-8,1,CC1CCC(n2c(=S)[nH]c3ccccc3c2=O)CC1 (configuration not stated)
-10,7,Cc1nnsc1C(=O)Nc1ccc(S(=O)(=O)N2CCCCC2)cc1
-8,5,CCN(CC(=O)Nc1cccc(OC)c1)C(=O)c1cnc(Cl)c(Cl)c1
-25,18,Cc1cc(C(=O)OCC(=O)c2ccc(Br)s2)c(C)o1
-7,10,O=C(Nc1cnccn1)Nc1cccc(Cl)c1Cl
11,27,O=[N+]([O-])c1cc(-c2nnc(Nc3ccccc3)c3ccccc23)ccc1N1CCOCC1
-37,-4,CCOC(=O)c1ccccc1NC(=O)[C@@H]1CCCN1C(=O)OC(C)(C)C
-28,19,CCn1nc(C)c(NC(=O)CCSc2nc(-c3ccco3)cc(C(F)(F)F)n2)c1C
-8,5,CCOC(=O)N1CCN(C(=O)CCS(=O)(=O)c2ccc(Br)s2)CC1
1,11,C/C(=N\NC(=O)c1ccco1)c1ccc(NC(=O)c2cccs2)cc1
-30,10,CCc1cc2c(=O)n(Cc3ccco3)c(SCC(=O)N(C)C3CCS(=O)(=O)C3)nc2s1 (configuration not stated)
-6,6,O=C(O)c1cccc(NC(=O)c2ccc3c(c2)C(=O)N(C2CCCCC2)C3=O)c1
-27,-4,O=C(Nc1ccc(F)cc1)Nn1cnnc1
-7,43,O=C(NC1CC1)c1ccc2c(c1)N(Cc1ccccc1)CCS2
-24,4,CCCc1cc(-c2n[nH]c(=S)n2CC(C)C)cs1
-9,15,COc1ccccc1CC(=O)Nc1ccc(OC)c(OC)c1
-17,4,Cn1c(C(=O)N2CCCC(C(=O)NCCN3CCOCC3)C2)cc2sccc21 (configuration not stated)
-29,6,OC(COCC(F)(F)C(F)(F)C(F)(F)C(F)F)Cn1c2ccc(Cl)cc2c2cc(Cl)ccc21 (configuration not stated)
-14,15,COCCNC(=S)N1CCC(c2nc(-c3ccc(N(C)C)cc3)no2)CC1
-26,8,Cc1ccc(S(=O)(=O)Oc2ccc3c(c2)O/C(=C\c2cccnc2)C3=O)cc1
-21,3,CN1C(CC(=O)Nc2ccc(Br)cc2)c2ccccc2CC1(C)C (configuration not stated)
-28,6,CC1CC(C)CN(CC(=O)N2c3ccccc3CCc3ccccc32)C1 (configuration not stated)
-10,19,CCOC(=O)Cc1csc(NC(=O)c2cc(OC)cc(OC)c2)n1
-1,8,COc1ccccc1OCC(=O)NCCCN1CCOCC1
-26,24,Cc1cc(C)c2oc(C(=O)N(Cc3ccc(F)cc3)C3CCS(=O)(=O)C3)cc(=O)c2c1 (configuration not stated)
59*,54*,O=C1C(Cl)=C(Nc2ccc3cn[nH]c3c2)C(=O)c2ccccc21
-14,14,COC(=O)C1=C2SC(C)C(=O)N2C(N)=C(C#N)C1c1cc(OC)c(OC)c(OC)c1 (configuration not stated)
-5,6,CCOC(=O)C1=C(C)NC(=O)NC1c1ccc(-c2ccccc2F)o1 (configuration not stated)
-1,14,CN(CC(=O)Nc1cccc(F)c1)C(=O)c1ccc(COc2ccccc2)cc1

(continued)
OX1R antag-1,OX1R antag-2,Structure
13,13,COC(=O)CCCN1C(=O)NC(c2ccc(-c3ccccc3)cc2)C(C(=O)OCc2ccccc2)=C1C (configuration not stated)
-13,14,Cc1ccccc1NC(=O)C1CC(=O)N(Cc2ccccc2)C1 (configuration not stated)
-15,2,O=C(NC1CCC(O)CC1)c1ccc(S(=O)(=O)NCc2ccco2)cc1 (configuration not stated)
25,79*,CCN(CC)c1ccc(/C=N/NC(=O)c2cccc(S(=O)(=O)Nc3ccccc3OC)c2)c(O)c1
-19,6,CN(C)C(CNC(=O)C1CCN(S(=O)(=O)c2cccc(C(F)(F)F)c2)CC1)c1ccccc1 (configuration not stated)
-9,-6,COc1cc(-c2nnc3n2CCCCC3)cc(OC)c1OC
-23,12,CC(C)CC(c1nnnn1CCc1ccccc1)N1CCN(C(=O)c2ccco2)CC1 (configuration not stated)
-2,6,O=C(Nc1cc2c(cc1C(=O)O)OCCCO2)c1ccc(F)cc1F
-24,20,CCN(CC(=O)Nc1c(F)cccc1F)C(=O)c1ccc(=O)n(Cc2ccccc2)n1
-6,15,CC1(C)CC2CC(C)(CN2CC(O)COc2ccccc2)C1 (configuration not stated)
-7,53,O=c1[nH]c(C(F)(F)F)nc2ccc3ccccc3c12
-24,10,Cc1ccc(Cn2ncc3c(N4CCN(C5CCCC5)CC4)ncnc32)cc1
-24,16,O=C(Cn1c2ccc(F)cc2c2nc3n(c(=O)c21)CCS3)Nc1ccccc1C(F)(F)F
40,24,Cc1cc(C)c(O)c(-c2cc(C(=O)Nc3ccc(S(=O)(=O)N4CCOCC4)cc3)[nH]n2)c1
-5,17,Cc1cc(=O)[nH]c(N/N=C/c2sccc2C)n1
-26,9,CCC(=O)NC(=S)Nc1ccc(NC(=O)c2cccc([N+](=O)[O-])c2C)cc1
2,1,COc1ccc(Cl)c(NCCC(=O)O)c1
-15,18,C#CCNC(=O)C1=C[C@H](C2CCCCC2)[C@@H](CCCO)[C@H](OCC)O1
-8,-4,CC(C)(C)c1ccc(C(=O)Nc2ccc(NC(=O)C(=O)O)cc2)o1
-17,5,COc1ccc(-c2c(C)nn3c(Cl)c(C)c(C)nc23)cc1
-20,16,CC1=C(C(=O)OC2CCCCC2)C(c2ccco2)C2=C(CC(C)(C)CC2=O)N1 (configuration not stated)
1,19,COCCNC(=O)c1ccc(NS(=O)(=O)c2ccc3[nH]c(=O)[nH]c3c2)cc1
-14,34,COc1ccc(CNS(=O)(=O)c2cc(-c3cc(C)no3)ccc2C)cc1OC
-8,9,O=C(O)/C(=C1\OC(=O)c2ccccc21)c1ccccc1
-13,4,O=c1c2c3c(sc2ncn1/N=C/c1ccncc1)CCCC3

Profiles from above:
Record of `Cc1ccccc1NC(=O)C1CC(=O)N(Cc2ccccc2)C1` (configuration not stated) = OX1R antag-1: -13; OX1R antag-2: 14
Record of `Cc1cc(C)c(O)c(-c2cc(C(=O)Nc3ccc(S(=O)(=O)N4CCOCC4)cc3)[nH]n2)c1` = OX1R antag-1: 40; OX1R antag-2: 24

An excerpt from above in order of their number in OX1R antag-1, ascending:
mol	OX1R antag-1
CN1C(CC(=O)Nc2ccc(Br)cc2)c2ccccc2CC1(C)C (configuration not stated)	-21
Cc1cc(=O)[nH]c(N/N=C/c2sccc2C)n1	-5
O=C1C(Cl)=C(Nc2ccc3cn[nH]c3c2)C(=O)c2ccccc21	59*

(continued)
OX1R antag-1,OX1R antag-2,Structure
-22,21,Cc1cc(C)n(S(=O)(=O)c2cc(C)c(C)cc2C)n1
-8,11,NC(=O)NCCN1CCN(c2ncc(C(F)(F)F)cc2Cl)CC1
-6,-16,c1ccc(-c2noc(C34CC5CC(CC(C5)C3)C4)n2)cc1
19,21,Cn1nnnc1CCOCCc1nnnn1C
9,20,O=C(c1ccc(COc2ccccc2)o1)N1CCN(S(=O)(=O)c2ccccc2Cl)CC1
-20,7,CN1C(=O)C2(c3ccccc31)c1c(oc3ccccc3c1=O)C(=O)N2CCO (configuration not stated)
-33,24,c1ccc(CCNc2nc3ccccc3s2)cc1
-11,15,CCCCCC1CC(/C(C)=N/NC(N)=O)OC1=O (configuration not stated)
-8,26,CNC(=O)c1ccc(NC(=O)/C=C/c2cccc(F)c2)cc1
-6,14,NC(=O)C1CCN(C(=O)CN2CCN(c3cccc(C(F)(F)F)c3)CC2)CC1
1,10,Cc1ccc(C2C(C#N)=C(N)Oc3n[nH]c(C)c32)cc1 (configuration not stated)
10,40*,COc1ccc(-c2csc(Nc3ccc(S(=O)(=O)Nc4cc(C)on4)cc3)n2)cc1
-28,22,O=C1c2ccccc2N2C(=O)c3ccccc3C2N1Cc1ccccc1 (configuration not stated)
-10,11,CCOc1cc2[nH]c(=S)n(CCN3CCC(C)CC3)c(=O)c2cc1OCC
-10,4,CCn1nc(NS(=O)(=O)c2ccc(C)cc2)c2cc3ccccc3nc21
-11,35,CCOc1ccc(NC(=O)CC2SC(N)=NC2=O)c([N+](=O)[O-])c1 (configuration not stated)
-34,27,CCCCC(=O)Nc1cccc(-c2cn3ccccc3n2)c1
-8,7,CC(C)Oc1ccc(/C=C(\NC(=O)/C=C/c2ccco2)C(=O)NCCc2nc3ccccc3[nH]2)cc1
-6,15,COc1ccc(CNc2nc(NCc3ccc(OC)cc3)c3ncn(C4CCCC4)c3n2)cc1
7,34,Nc1c(C(=O)N2CCOCC2)sc2nc3c(cc12)CCC3
-4,12,COc1nccnc1NS(=O)(=O)c1ccc(NC(=S)NC(=O)/C=C/c2ccc(F)cc2)cc1
-7,4,Cc1cc(=O)oc2c(C)c(OCC(=O)NCC3CCC(C(=O)O)CC3)ccc12 (configuration not stated)
-25,11,O=C(OCC(=O)N1CCc2ccccc21)c1cccc(S(=O)(=O)N2CCCc3ccccc32)c1
-11,25,O=C1C(=O)N(CCCN2CCOCC2)C(c2ccc([N+](=O)[O-])cc2)/C1=C(/O)c1ccc2c(c1)OCO2 (configuration not stated)
-24,26,CO[C@H]1/C=C/O[C@@]2(C)Oc3c(C)c(O)c4c(O)c(c(C=NN5CCN(C)CC5)c(O)c4c3C2=O)NC(=O)/C(C)=C\C=C\[C@H](C)[C@H](O)[C@@H](C)[C@@H](O)[C@@H](C)[C@H](OC(C)=O)[C@@H]1C

Four entries from above, ordered by number of heavy atoms, ascending.
OX1R antag-1,OX1R antag-2,Structure
-11,15,CCCCCC1CC(/C(C)=N/NC(N)=O)OC1=O (configuration not stated)
-6,-16,c1ccc(-c2noc(C34CC5CC(CC(C5)C3)C4)n2)cc1
-10,11,CCOc1cc2[nH]c(=S)n(CCN3CCC(C)CC3)c(=O)c2cc1OCC
-20,7,CN1C(=O)C2(c3ccccc31)c1c(oc3ccccc3c1=O)C(=O)N2CCO (configuration not stated)

The list goes on.
OX1R antag-1,OX1R antag-2,Structure
-12,18,CCCCCC(=O)NNC1=NCC(Cc2ccccc2)S1 (configuration not stated)
-11,34,S=C(Nc1ccccc1)c1ccccn1
-19,20,COC(=O)CCCC1=CC2=C(c3ccccc3)C(=O)C(C)(OC(=O)C3CCCC3)C(=O)C2=CN1c1ccccc1 (configuration not stated)
-31,18,CCN(CC)CCNCc1cc(Cl)c(OCC(=O)Nc2ccccc2)c(OC)c1
-18,10,COCc1cc(=O)n2[nH]c(-c3ccc(C)cc3)cc2n1
-16,21,CC(Sc1nnc2ccccn12)C(=O)Nc1ncc(Cl)cc1Cl (configuration not stated)
-21,5,Cc1ccc(C)c(C(=O)Nc2cc(C)nn2-c2nc(C)cc(C)n2)c1
8,3,CC1CCCCN1C(=O)Nc1cccc(Cl)c1 (configuration not stated)
-34,25,COCCn1c(COc2cccc(OC)c2)nnc1SCC(=O)NC1CCCC1
-5,1,CC1Cc2ccccc2N1CC(=O)Nc1ccc(S(N)(=O)=O)cc1 (configuration not stated)
-7,31,O=C(Nc1ccccc1C(=O)N1CCCCC1)c1cccs1
-11,2,O=C(NCCCn1ccnc1)/C(=C\c1ccc(Br)cc1)NC(=O)c1ccccc1F
-29,6,Cn1cc(CN2CCN(CC(C)(C)C)C(CCO)C2)c2ccccc21 (configuration not stated)
-4,65*,O=S(=O)(Nc1ccc2c(c1)OCCO2)c1ccc2oc3ccccc3c2c1
-12,6,CC(C)OCCCN1CC(=O)N2C(c3cccc([N+](=O)[O-])c3)c3[nH]c4ccccc4c3C[C@H]2C1=O (some centres not stated)
